# High-throughput results: PubChem BioAssay, National Center for Advancing Translational Sciences (NCATS)
# HT1080-NT tox: kills 2HG-producing HT-1080-NT fibrosarcoma cells; HT-1080-NT fibrosarcoma viability, CellTiter-Glo ATP luminescence, 48 h; Potency, µM (titrated, usually from 46.1 µM), for inactives: at the highest dose activity, negative = less viability, hits mostly cytotoxic; hit rate 1.6% among 360,000; AID 686970;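 further: NT is the 2HG producing partner of a matched IDH1 knockdown line; potency means the concentration at half of the fitted maximal effect; 0% = DMSO-treated cells and -100% = media-only wells without cells; nearly all actives have a fitted effect of over 55% in size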
#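 Viability of the 2HG-overproducing fibrosarcoma line after 48 hours of compound exposure at 37 degrees C was determined by luminescence with CellTiter-Glo, and concentration-effect curves were then fitted and categorized.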
# D3 ag: activates the human D3 dopamine receptor; P35462; D3R DiscoveRx beta-arrestin cells, luminescence, 90 min; max activation, %; hit rate 0.58% among 410,000; AID 652048; in the data active means max activation above about 30%; further: 0% is about no effect; mostly tested at two doses, the higher about 12 µM
# Target sequence (P35462 whole entry, looked up): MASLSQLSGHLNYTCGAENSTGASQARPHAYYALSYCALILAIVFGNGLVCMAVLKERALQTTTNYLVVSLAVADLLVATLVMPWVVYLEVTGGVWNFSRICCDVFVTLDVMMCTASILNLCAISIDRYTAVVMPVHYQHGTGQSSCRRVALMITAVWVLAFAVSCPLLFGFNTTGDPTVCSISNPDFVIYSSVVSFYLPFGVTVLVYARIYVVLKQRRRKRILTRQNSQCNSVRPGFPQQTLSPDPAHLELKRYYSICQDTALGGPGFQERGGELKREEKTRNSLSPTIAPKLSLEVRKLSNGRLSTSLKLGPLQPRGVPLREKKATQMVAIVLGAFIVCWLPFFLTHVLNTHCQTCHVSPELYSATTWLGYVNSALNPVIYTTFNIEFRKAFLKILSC
#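 Agonist-mode cell screen: cells plated at 1500/well and incubated overnight at 37 °C, then exposed to library compounds for 90 min at 37 °C. Detection reagent was added for 30–60 min at room temperature, and luminescence was read.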
# KB-V1 cytotox: KB-V1 MDR subline cytotoxicity; KB-V1 MDR cells viability, CellTiter-Glo, 72 h; Potency, µM (titrated, usually from 46.1 µM), for inactives: at the top dose activity change, negative = cytotoxicity, usual class: cytotoxic; hit rate 3.4% among 400,000; further: potency means the concentration at half of the fitted maximal effect; on the % scale 0 is the no-effect control and ±100 the full control effect; nearly all actives have a fitted effect of over 60% in size
#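 Luminescent ATP read-out (CellTiter-Glo, 10 min) measures survival of drug-selected KB-V1 MDR cells after 72 h, 37 degrees C compound exposure. Medium: phenol-red-free DMEM, 10% FBS. Values from fitted concentration-response curves.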
# GLP-1R agonist: agonists of human GLP-1 receptor; hit rate 0.007% among 380,000; HEK293 GLP-1R CRE-luciferase, luminescence, 4-6 h; cells express a hypersensitive GLP-1R form; Potency, µM (series often up to 45.6 µM), for inactives: top-dose activation, most hits filed as activators; AID 624172; further: potency means the concentration at half of the fitted maximal effect; % of control where 0% means no effect
# Target sequence (P43220 whole entry, looked up): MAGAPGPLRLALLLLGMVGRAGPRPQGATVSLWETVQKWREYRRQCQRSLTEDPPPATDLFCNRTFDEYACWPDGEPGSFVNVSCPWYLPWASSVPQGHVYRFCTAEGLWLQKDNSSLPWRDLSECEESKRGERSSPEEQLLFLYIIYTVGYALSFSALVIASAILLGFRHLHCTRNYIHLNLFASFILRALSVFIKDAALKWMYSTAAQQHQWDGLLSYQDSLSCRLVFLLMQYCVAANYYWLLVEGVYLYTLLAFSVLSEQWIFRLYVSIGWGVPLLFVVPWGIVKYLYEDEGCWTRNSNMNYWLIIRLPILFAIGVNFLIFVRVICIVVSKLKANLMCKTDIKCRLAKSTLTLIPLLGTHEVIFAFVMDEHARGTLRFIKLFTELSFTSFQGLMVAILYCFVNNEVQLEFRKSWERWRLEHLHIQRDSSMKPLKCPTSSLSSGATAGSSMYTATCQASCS
# KB-3-1 tox: kills parental KB-3-1 adenocarcinoma cells. AID 1347075. hit rate 1.4% among 400,000. KB-3-1 viability, CellTiter-Glo ATP luminescence, 72 h. Potency, µM (doses to about 46.1 µM), for inactives: at the top dose activity change, negative = cytotoxic, most hits filed as cytotoxic; further: potency means the concentration at half of the fitted maximal effect; on the % scale 0 is the no-effect control and ±100 the full control effect; nearly all actives have a fitted effect of over 60% in size
#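 Using CellTiter-Glo luminescence, growth of non-resistant KB-3-1 adenocarcinoma cells is assessed 72 h after pin-tool compound addition at 37 °C. Normalized responses across the concentration series yield fitted curves.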
# SW480 rerep: inducers of DNA re-replication in SW480 colon cancer cells; hit rate 1.8% among 340,000; SW480 DNA re-replication, Hoechst DNA content imaging, 48 h; Potency, µM (top dose mostly 46.1 µM), for inactives: at the highest dose re-replication activation, hits mostly activators; further: potency means the concentration at half of the fitted maximal effect; % of control where 0% means no effect; nearly all actives have a fitted effect of over 55% in size
#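 First, 250 cells per well were seeded. Next, compound or vehicle (23 nL) was pinned in, plates sat 48 hr at 37 C. Finally Hoechst was added for 40 min before fluorescence scanning.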
# D3 antag: antagonists of human D3 dopamine receptor | D3R cells, DiscoveRx beta-arrestin luminescence, antagonist mode; stronger effect = lower value | max response, negative = inhibition, % | hit rate 2.5% among 360,000 | AID 652054; in the data active means max response below about -50%; inconclusive means no clear call, values can overlap the other calls; further: on the % scale 0 is the no-effect control and ±100 the full control effect; mostly tested at two doses, the higher about 12 µM
#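 Cells plated overnight at 1500 cells/well, then exposed to library compounds with dopamine controls for 90 minutes at 37 degrees C. DiscoveRx reagent added for 30–60 minutes at room temperature; luminescence read, quantitative HTS format.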
# HT1080 IDH1KD tx: kills HT-1080 cells with IDH1 knockdown. HT-1080 IDH1 knockdown viability, ATP luminescence, 48 h. Potency, µM (highest dose often 46.1 µM), inactives show at the highest dose activity, negative = toxicity, usual class: cytotoxic. hit rate 2% among 360,000. AID 686971;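 further: potency means the concentration at half of the fitted maximal effect; 0% = DMSO wells and -100% = cell-free medium wells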
#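 IDH1KD HT-1080 cells, 750/well, RPMI + 5% FBS; compound pinned after 2 h settling; 48 h, 37 °C; CellTiter-Glo luminescence; % activity normalised to DMSO and no-cell wells; curves fitted, classed by r2 and efficacy.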
# IL1B secr inh: blocks inflammasome-driven IL-1 beta release | THP-1 LPS/ATP IL-1B secretion, AlphaLISA, 16 h; stronger effect = lower value | activity change, % at 57.5 µM | hit rate 4.7% among 360,000 | AID 743279; in the data active means activity change below about -50%; inconclusive means mostly about -30% to -49%; further: on the % scale 0 is the no-effect control and ±100 the full control effect
#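 Secreted IL-1B measured by AlphaLISA bead assay after 16 h compound exposure of THP-1 cells; compounds (final up to 57.5 uM) added 1 h before LPS (250 ng/mL) and ATP (1.25 mM) stimulation; lower signal means less secretion.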
# * = called active by the depositor; ? = inconclusive; · = no result given; [ ] = remark or other dose. Unless noted, the call rests on the fitted dose curve; in most records, active means well fitted curve in the direction sought with a large enough effect; inconclusive means small, poorly fitted or top-dose-only effect, or another doubt; inactive means no such curve, though single readings can be large; an effect the other way counts as inactive or inconclusive.
1) CC(C)CN1C(=O)c2ccc(C(=O)Nc3ccc(O)cc3C(=O)O)cc2C1=O
2) O=C(Nc1ccccc1)OC1C2CCC1C(N1CCCCC1)CC2 (stereo not given)
3) NC(=O)c1ccsc1NC(=O)COC(=O)CCc1ccccc1
4) CCOC(=O)Cc1c(C)nc2cc(-c3ccc(Cl)cc3)[nH]n2c1=O
5) O=C(O)Cc1c(C(=O)O)[nH]c2ccc(C(=O)O)cc12
6) O=C(NCc1cccnc1)c1cc(Cl)ccc1[N+](=O)[O-]
7) O=C(NCCc1ccccc1)c1cccc(NC(=O)C2CCC2)c1
8) CN(C)S(=O)(=O)c1ccc(NC(=O)CN2CCN(c3ccccn3)CC2)cc1

compound no.	1	2	3	4	5	6	7	8
HT1080-NT tox	6%	-4%	-4%	12%	14%	15%	13%	-22%
D3 ag	20	-13	-3	-1	7	4	-8	66*
KB-V1 cytotox	7%	7%	14%	8%	8%	7%	8%	?
GLP-1R agonist	8%	0%	0%	-3%	0%	-6%	7%	8%
KB-3-1 tox	14%	4%	-4%	9%	21%	13%	7%	?
SW480 rerep	-1%	4%	·	-2%	-97%[inhibitor]	0%	?	10%
D3 antag	98	-4	-23	13	2	9	23	11
HT1080 IDH1KD tx	17%	-1%	-5%	7%	3%	14%	5%	-4%
IL1B secr inh	25	-14	14	9	7	-23	-2	-10

9) COc1ccc(CNC(=O)C2CCN(C(=O)c3ccc(-c4ccccc4)cc3)CC2)cc1
10) COc1cc2ccccc2cc1C(=O)Nc1ccc(C)cn1
11) O=C(NC1CCCC1)C1C(c2ccccc2)=Nc2ccccc2N1C(=O)c1ccc(C(F)(F)F)cc1 (stereo not given)
12) COc1ccc(NC(=O)CNC(c2ccccc2)c2ccccc2)cc1
13) COc1cccc(N=c2oc3ccc(OC)cc3cc2-c2nc3ccccc3[nH]2)c1
14) Nc1ncnc2sc3c(c12)CCNC3
15) O=C(CCc1ccccc1)N1CCN(S(=O)(=O)c2cccs2)CC1
16) Cc1cc(C)nc(-n2nc(C)cc2NC(=O)C(C)C)n1

compound no.	9	10	11	12	13	14	15	16
HT1080-NT tox	-11%	0%	6%	-3%	-21%	4%	0%	-3%
D3 ag	1	22	-10	-2	4	-9	-15	1
KB-V1 cytotox	-1%	-4%	?	-16%	-32%	-4%	·	-10%
GLP-1R agonist	-1%	8%	·	-3%	-3%	-4%	-3%	8%
KB-3-1 tox	-16%	4%	-14%	-6%	10%	10%	·	2%
SW480 rerep	-23%	16%	·	-5%	?	-26%	-4%	-33%[inhibitor]
D3 antag	-12	21	-18	15	-19	-22	?	33
HT1080 IDH1KD tx	-28%	12%	-1%	0%	?	-1%	-2%	0%
IL1B secr inh	-20	30	18	16	60	27	-6	2

17) COC(=O)c1cc(C)nc(Nc2nc(C(N)Cc3ccc(F)cc3)cs2)n1 (stereo not given)
18) Cc1cc(=O)oc(C)c1C(=O)n1nc(C)c2c1C[C@@H]1[C@H]2C1(C)C
19) CCOc1ccccc1/C=N/Nc1ccccc1[N+](=O)[O-]
20) O=C(Nc1ccc(Nc2ccccc2)cc1)c1cccc(F)c1
21) O=C(CCCSc1nnc(-c2cccs2)n1CC1CCCO1)c1ccccc1 (stereo not given)
22) COCCN(C(=O)CCC(=O)Nc1ccccn1)C(C(=O)NC(C)C)c1ccc(C)cc1 (stereo not given)
23) CCOc1ccccc1-n1c(SCC(N)=O)nc2ccccc2c1=O
24) Fc1ccc(NC(=S)N2CCN(c3ccccn3)CC2)cc1Cl

compound no.	17	18	19	20	21	22	23	24
HT1080-NT tox	-4%	1%	-3%	-20%	-5%	5%	11%	-8%
D3 ag	3	-9	-6	2	-1	-2	-9	8
KB-V1 cytotox	1%	17%	-3%	1%	?	15%	?	22%
GLP-1R agonist	0%	3%	0%	16%	0%	7%	3%	3%
KB-3-1 tox	0%	-5%	-4%	-1%	-7%	24%	4%	2%
SW480 rerep	·	-2%	-2%	?	-4%	-14%	-9%	0%
D3 antag	10	-15	11	-9	29	1	?	-18
HT1080 IDH1KD tx	4%	-2%	-3%	-4%	3%	6%	-24%	-7%
IL1B secr inh	-10	25	-24	-15	-30	-9	2	14

25) COc1ccc(CCC(=O)Nc2ccc(C)c(S(=O)(=O)N(C)C)c2)cc1OC
26) Cc1ccc(N2CC(C(=O)Nc3cc(S(=O)(=O)N4CCCCC4)ccc3C)CC2=O)cc1 (stereo not given)
27) O=C(NC12CC3CC(CC(C3)C1)C2)N1CCC(n2nnc3ccccc32)CC1
28) Cc1cc(S(=O)(=O)Nc2nc(CN3CCOCC3)nc3sc4c(c23)CCC4)ccc1F
29) Cn1c(SCC(=O)NNC(=O)Cc2ccccc2)nnc1-c1ccccc1
30) C/C(CCc1ccc2c(c1)OCO2)=N\N=C(/N)SC1CC(=O)N(c2ccccc2F)C1=O (stereo not given)
31) C=CCNC(=O)C(=O)c1c(-c2ccccc2)[nH]c2ccccc12
32) Cc1cccc(-c2nnc(SCC#N)n2C)c1

compound no.	25	26	27	28	29	30	31	32
HT1080-NT tox	-2%	-7%	-8%	-15%	20%	-20%	-7%	1%
D3 ag	5	-12	0	-4	-2	7	-2	5
KB-V1 cytotox	?	-17%	16%	?	?	-4%	?	-5%
GLP-1R agonist	0%	5%	-1%	8%	-9%	-3%	-4%	-6%
KB-3-1 tox	-17%	-12%	-1%	-20%	23%	11%	5%	17%
SW480 rerep	-1%	·	-7%	?	?	-4%	-2%	0%
D3 antag	23	-21	-26	0	3	39	-25	28
HT1080 IDH1KD tx	-29%	-15%	-5%	-27%	22%	-14%	7%	1%
IL1B secr inh	18	-20	29	29	14	16	-18	1

# Only HT1080 IDH1KD tx, KB-3-1 tox and D3 antag, for four of the compounds above:
no.	structure	HT1080 IDH1KD tx	KB-3-1 tox	D3 antag
30	C/C(CCc1ccc2c(c1)OCO2)=N\N=C(/N)SC1CC(=O)N(c2ccccc2F)C1=O (stereo not given)	-14%	11%	39
27	O=C(NC12CC3CC(CC(C3)C1)C2)N1CCC(n2nnc3ccccc32)CC1	-5%	-1%	-26
25	COc1ccc(CCC(=O)Nc2ccc(C)c(S(=O)(=O)N(C)C)c2)cc1OC	-29%	-17%	23
32	Cc1cccc(-c2nnc(SCC#N)n2C)c1	1%	17%	28

# Shown with values under each structure: 2 of the compounds above.
# Second line of a record – HT1080-NT tox, D3 ag, KB-V1 cytotox, GLP-1R agonist, KB-3-1 tox, SW480 rerep, D3 antag, HT1080 IDH1KD tx, IL1B secr inh
26) Cc1ccc(N2CC(C(=O)Nc3cc(S(=O)(=O)N4CCCCC4)ccc3C)CC2=O)cc1 (stereo not given)
    -7%, -12, -17%, 5%, -12%, ·, -21, -15%, -20
27) O=C(NC12CC3CC(CC(C3)C1)C2)N1CCC(n2nnc3ccccc32)CC1
    -8%, 0, 16%, -1%, -1%, -7%, -26, -5%, 29

# The list continues:
33) O=C(CSc1nnc(Cn2c(=O)sc3ccccc32)n1CCc1ccccc1)N1CCCC1
34) CC1Sc2ccc(C(=O)Nc3ccccc3OC(F)F)cc2NC1=O (stereo not given)
35) COc1ccc(CSc2nc(N3CCOCC3)c3c(c2C#N)CC(C)(C)OC3)cc1
36) COc1cccc(NC(=S)NNC(=O)C(C)n2nc(C)c([N+](=O)[O-])c2C)c1 (stereo not given)
37) COc1ccc(CCC(=O)NCCOc2ccc(Cl)cc2)cc1
38) CCC1(c2ccc(F)cc2)NC(=O)N(CC(=O)Nc2ccc(-c3nc4ccc(C)cc4s3)cc2)C1=O (stereo not given)
39) CCOc1cc(/C=C\c2nc(O)c([N+](=O)[O-])c(=O)[nH]2)ccc1OC(C)C
40) Cc1c(C=O)c2ccccc2n1CC(=O)NC(C)c1ccccc1 (stereo not given)

compound no.	33	34	35	36	37	38	39	40
HT1080-NT tox	1%	19%	-30%	-1%	7%	?	7%	-24%
D3 ag	-15	0	-5	-11	1	4	5	15
KB-V1 cytotox	-15%	?	-8%	18%	0%	0%	?	-5%
GLP-1R agonist	-1%	19%	27%	7%	4%	-8%	8%	8%
KB-3-1 tox	-7%	21%	-7%	-1%	4%	-22%	6%	7%
SW480 rerep	-6%	-5%	0%	-10%	-7%	?	0%	-4%
D3 antag	-8	15	52	23	-30	3	-6	10
HT1080 IDH1KD tx	-1%	14%	-6%	2%	10%	?	10%	-13%
IL1B secr inh	-4	18	-12	10	5	96	13	-1

41) CCCn1c(=O)[nH]c(=O)c2c1nc(-c1ccc(OC(F)(F)C(F)C(F)(F)F)cc1)n2CCOC (stereo not given)
42) CC1CCCN(c2ccc([N+](=O)[O-])s2)C1 (stereo not given)
43) Cc1cccc(C)c1NC(=O)CC1SC2=NCCN2C1=O (stereo not given)
44) COc1ccc(C2C(=O)N(C3CCCCC3)CC(=O)N2CCc2ccccc2)cc1OC (stereo not given)
45) COc1ccc(CN(CC(=O)NCc2ccccc2)C(=O)CCC(=O)Nc2ccccn2)cc1
46) COCCn1c(=O)[nH]c2cc(C(=O)NC3CCCCCC3)ccc2c1=O
47) COc1ccc(C2=C(N)c3ccccc3C2=O)cc1
48) COCCCN1C(=O)C(CC(=O)NCCCN(C)C)CC(C(=O)N2CCCCCC2)=C1C (stereo not given)

compound no.	41	42	43	44	45	46	47	48
HT1080-NT tox	-13%	11%	2%	1%	2%	-4%	-29%	14%
D3 ag	4	4	1	-1	-1	1	-11	-10
KB-V1 cytotox	-26%	0%	?	-18%	63%	13%	-15%	-12%
GLP-1R agonist	0%	8%	-13%	14%	5%	-1%	2%	1%
KB-3-1 tox	-2%	4%	0%	-1%	22%	-5%	-22%	1%
SW480 rerep	-5%	-7%	-4%	0%	-6%	-9%	0%	·
D3 antag	26	-8	-16	14	-25	2	-21	-25
HT1080 IDH1KD tx	-8%	5%	-1%	-29%	7%	0%	?	0%
IL1B secr inh	26	-8	13	-12	0	17	-8	21

# Compounds were not picked by outcome; overall some 12% were active at least once.
